Screening data as filed in PubChem BioAssay.
AMA1 RON2 block – inhibitors of Plasmodium falciparum AMA1-RON2 interaction. AlphaScreen AMA1-biotinylated RON2 peptide binding. actives 0.2% (n = 360,000). AID 720542. Potency, µM (top dose mostly 58.2 µM), for the others: at the top dose activity change, negative = inhibition, most hits filed as inhibitors;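 also: potency is read from the fitted curve at half-maximal effect; 0% = vehicle wells and -100% = peptide control; nearly all actives have a fitted effect of over 45% in size; some results filed as inactive show a strong effect at the top dose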
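AMA1 (3D7) with his tag at 25 nM final met compounds first, then biotinylated RON2 peptide at 25 nM; detection used donor plus acceptor beads, 10 µg/mL apiece, read by AlphaScreen after 30 min at room temperature.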
HCMV antiviral – inhibitors of human cytomegalovirus; HFF cells, HCMV-luciferase reporter, 72 h; active compounds read low; activity change, negative = inhibition, % at 57.5 µM; actives 4.5% (n = 410,000); AID 1259415; in the data active = activity change below about -60%; inconclusive = no clear call, values can overlap the other calls; inactive = above about -39%
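Two-dose cell screen: HFF monolayers treated with compounds and infected with luciferase-expressing HCMV at 1 PFU/cell, 72 h at 37C, then lysed for luciferase measurement.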
HCV inh – HCV inhibition; actives 3.4% (n = 340,000); Huh7.5.1 HCVcc-Cre infection, luciferase reporter, 44 h; Potency, µM (titrated, usually from 41.8 µM), without a hit: at the top dose activity change, negative = inhibition, actives largely listed as inhibitors; also: potency is read from the fitted curve at half-maximal effect
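Infectious HCV cell culture screen: compound-treated cells (1,000/well, pre-plated 4 h) are infected with HCVcc-Cre at roughly 0.5 moi and grown 44 h. Infection is quantified by luciferase signal after 15 min substrate incubation at room temperature.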
Sm TGR block – inhibitors of Schistosoma mansoni thioredoxin glutathione reductase; Q962Y6; purified TGR, DTNB reduction, TNB absorbance 405 nm; Potency, µM (titrated, usually from 114 µM), inactives show at the highest dose activity change, negative = inhibition, hits mostly inhibitors; actives 3% (n = 360,000); also: potency is read from the fitted curve at half-maximal effect; nearly all actives have a fitted effect of over 60% in size
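First, TGR (20 nM dispensed) and NADPH were mixed with compound. Second, a 15 min room-temperature incubation followed. Third, further NADPH and then DTNB were added to start the reaction. Finally, TNB absorbance was monitored kinetically.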
FBPA Giardia inh – blocks Giardia fructose-bisphosphate aldolase activity. A8B2U2. purified Giardia FBPA. Potency, µM (series often up to 59.6 µM), for inactives: at the highest dose activity, negative = inhibition, usual class: inhibitors. actives 0.71% (n = 290,000). AID 2451; also: potency is read from the fitted curve at half-maximal effect; nearly all actives have a fitted effect of over 55% in size
Target sequence (A8B2U2 whole entry, looked up): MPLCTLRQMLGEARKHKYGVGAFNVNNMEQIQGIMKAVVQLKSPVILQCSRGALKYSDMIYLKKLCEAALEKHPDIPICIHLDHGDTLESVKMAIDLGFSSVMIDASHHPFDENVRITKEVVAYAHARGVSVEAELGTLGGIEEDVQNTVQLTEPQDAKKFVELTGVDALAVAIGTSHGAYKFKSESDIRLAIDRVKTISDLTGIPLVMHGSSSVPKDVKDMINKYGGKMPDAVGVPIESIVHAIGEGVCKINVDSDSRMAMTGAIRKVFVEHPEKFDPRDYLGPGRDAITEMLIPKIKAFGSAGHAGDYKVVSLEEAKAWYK
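Giardia FBPA (40 nM reagent) was preincubated 10 min at RT with compound (up to 57.5 uM final), then substrate plus GAPDH/TPI/NAD/arsenate coupling system with diaphorase/resazurin was added; resorufin fluorescence (525/598 nm) was read after 20 min.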
AmpC inh detg – blocks E. coli AmpC beta-lactamase in detergent assay. AmpC hydrolysis of nitrocefin, absorbance 480 nm, 0.01% Triton. actives 0.041% (n = 370,000). P00811. Potency, µM (titrated, usually from 114 µM), for inactives: top-dose activity change, negative = inhibition, usual class: inhibitors. AID 485294;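 also: potency is read from the fitted curve at half-maximal effect; 0% = no-compound wells and -100% = no-enzyme wells; nearly all actives have a fitted effect of over 25% in size; some results filed as inactive show a strong effect at the top dose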
Target sequence (P00811 whole entry, looked up): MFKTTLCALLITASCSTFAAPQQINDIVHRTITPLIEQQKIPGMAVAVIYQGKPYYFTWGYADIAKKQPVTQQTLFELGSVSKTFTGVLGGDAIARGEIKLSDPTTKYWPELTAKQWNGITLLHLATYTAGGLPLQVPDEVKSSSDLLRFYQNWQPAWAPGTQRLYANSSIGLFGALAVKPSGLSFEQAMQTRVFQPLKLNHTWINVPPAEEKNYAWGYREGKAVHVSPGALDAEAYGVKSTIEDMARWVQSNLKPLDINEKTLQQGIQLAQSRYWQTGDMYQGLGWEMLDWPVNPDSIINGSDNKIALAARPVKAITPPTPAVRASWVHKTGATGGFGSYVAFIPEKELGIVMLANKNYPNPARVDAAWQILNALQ
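AmpC (5.3 nM in the dispensed reagent) in 20 mM phosphate pH 7.0 with 0.01% (detergent screen) or 0.0001% Triton X-100 was preincubated with compounds for 15 min at room temperature. Nitrocefin was then added from an 800 uM solution, and hydrolysis was followed at 480 nm.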
The depositor's hits bear a star; ? = inconclusive; . = not tested or not shown; & = joins results of further samples; [ ] = remark or other dose. Unless noted, calls follow the shape of the dose curve; as a rule, active = well fitted curve in the direction sought with a large enough effect; inconclusive = small, poorly fitted or top-dose-only effect, or another doubt; inactive = no such curve, though single readings can be large; an effect the other way counts as inactive or inconclusive. Unless noted, % is scaled to controls: 0 for no effect and ±100 for the full control effect.

Structure,AMA1 RON2 block,HCMV antiviral,HCV inh,Sm TGR block,FBPA Giardia inh,AmpC inh detg
COc1ccc(C2=NN(CCC(=O)NC3CCC(C)CC3)C(=O)CC2)cc1 (stereo unspecified),1%,-34,-6%,0%,.,5%
OC(COc1ccccc1)CN1CCCCCC1 (stereo unspecified),0%,-35,-21%,-3%,-3%,3%
COC(=O)C1=C(c2c(C)noc2C)C[C@@H]2CC[C@H]1N2C(=O)NCCNC(C)=O,43%[activator],0,10%,-3%,.,6%
COc1ccccc1N(C)S(=O)(=O)c1ccc(C(=O)NCC(C)C)cc1,0%,21,-23%,5%,2%,-2%
CC(=O)N1CCN(c2ccc(Oc3ccc([N+](=O)[O-])c(C(F)(F)F)c3)cc2)CC1,-1%,.,11µM*,2%,7%,-13%
CC(C)(C)OC(=O)C[C@H]1C/C=C\C[C@H](CC(=O)N[C@H](CO)Cc2ccccc2)C(=O)N[C@@H](Cc2ccccc2)COC1=O,6%,-18,2%,.,.,.
S=C1SCCN1Cc1ccccc1,11%,-15,26%,.,.,.
Cc1cc(N2CCN(S(=O)(=O)Cc3ccccc3)CC2)n2ncnc2n1,-11%,-12,12%,-19%,6%,-5%
CC(C)(C)OC(=O)C(Cc1ccc(OC(C)(C)C)cc1)NC(=O)CNC(=O)OCc1ccccc1 (stereo unspecified),-22%,26,-29%,-1%,-2%,?
CC(O)c1nc2ccccc2n1C1CCCCC1 (stereo unspecified),4%,3,2%,1%,1%,0%
Cc1ccc(Cn2c(C(=O)NCc3ccccc3Cl)cc3sccc32)cc1,.,-14,.,-30%,.,-1%
CCc1ccc(C(=O)N2CCN(c3ccc(F)cc3)CC2)s1,-3%,?,19%,7%,1%,?
COc1ccc(OCCN2C(=O)NC3(CCc4ccccc4C3)C2=O)cc1 (stereo unspecified),-8%,-27,12%,7%,6%,-9%
O=C(CN(CC1CCCO1)C(=O)CNS(=O)(=O)c1ccccc1)NCc1ccc(F)cc1 (stereo unspecified),14%,-19,16%,-8%,7%,-2%
Cc1cc(C)cc(N2C(=O)CC(c3ccc(C(F)(F)F)cc3)C3=C2COC3=O)c1 (stereo unspecified),.,-4,.,-1%,.,-1%
CCN(CC)C(=O)C1CCCN(Cc2ccccc2)C1 (stereo unspecified),-5%,2,19%,1%,-24%,?
COC(CNC(=O)c1ccc2c(c1)nc(C)n2-c1cccc(F)c1)OC,0%,2,10%,-1%,1%,?
O=S(=O)(c1ccc2nnn(OCc3ccccc3)c2c1)N1CCOCC1,-15%,?,?,9%,.,-10%
COc1cc2c(cc1OC)[C@@H](NC(=O)C(C)C)[C@H](OCc1ccccc1)C2,-4%,-19,?,.,.,.
COc1ccc(-c2nnc(SCc3ccc(C(=O)O)cc3)n2N)cc1,5%,-37,30%[activator],5%,-4%,7%
Cc1noc(C)c1S(=O)(=O)NCc1ccc(CN(C)C)cc1,17%,-26,18%,-8%,.,-23%
CC1CCCN(C(=O)c2cccc(S(=O)(=O)N3CCCC3)c2)C1 (stereo unspecified),4%,-6,8%,13%,.,5%
CC1(C)Cn2c(nnc2-c2cccc(O)c2)S1,33%[activator],3,3%,0%,14%,6%
O=C1NC(=S)SC1=Cc1ccc2c(c1)OCO2,0%,43,7%,.,.,.
O=c1c2ccccc2nc(-c2ccc([N+](=O)[O-])cc2)n1-c1ccccc1,34%[activator],26,5%,16%,14%,-12%
CCCCN(CCCC)c1cn[nH]c(=O)c1Cl,6%,-39,-2%,2%,-1%,-10%
O=S(=O)(NC1CCCCCCC1)c1ccccc1F,-8%,-5,3%,0%,9%,5%
CC1=C(C(N)=O)C(c2ccc(C)cc2)n2nc(SCc3ccccc3)nc2N1 (stereo unspecified),.,-3,.,-16%,.,-4%
CCC(=O)N1CCc2cc(S(=O)(=O)NC(C(=O)NCCc3ccc(C)cc3)C(C)C)ccc21 (stereo unspecified),.,13,.,7%,.,-3%
COc1ccc(-c2csc(C(C#N)=C(O)CSc3nccn3C)n2)cc1OC,10%,-9,-15%,.,.,.
Cc1cc(C(=O)O)ccc1NCc1cccnc1,1%,22,7%,-1%,-5%,4%
Cc1nc(NC2=NCN(CCCN3CCOCC3)CN2)nc2c(C)cccc12,35%[activator],.,7.1µM*,-3%,8%,-5%
O=C(Nc1ccc2cn[nH]c2c1)c1ccc(S(=O)(=O)N2CCOCC2)cc1,-1%,61,6%,-18%,-6%,-2%
O=[N+]([O-])c1ccc(SCc2c(F)cccc2Cl)nc1,?,-61*,-2%,-2%,7%,-8%
CCCCn1c(SC(C)C(N)=O)nc2cc(C(=O)OC)ccc2c1=O (stereo unspecified),4%,-32,?,8%,4%,0%
COC1CCN(C(=O)C2CCC(=O)N(CCc3cccc(F)c3)C2)CC1 (stereo unspecified),-11%,43,9%,-6%,.,-1%
O=S(=O)(c1ccccc1)N(c1ccccc1)S(=O)(=O)c1ccccc1,-19%,15,?,.,.,.
Cc1nc2c(ccc3nc(NC(=O)c4ccc(S(=O)(=O)N(C)C)cc4)sc32)s1,-4%,13,?,-22%,2%,3%
CC(C)=CCCC(C)CN1CCC(n2nccc2NC(=O)c2cccnc2)CC1 (stereo unspecified),-2%,14,?,0%,.,3%
c1ccc(-c2[nH]ncc2CN2CCN(Cc3ccc4c(c3)OCO4)CC2)cc1,0%,-9,-7%,-1%,-5%,-9%
CCCCCNC(=O)C(C)Sc1ccc(Cl)cc1 (stereo unspecified),10%,-14,-12%,0%,3%,-4%
COc1ccc(CNC(=O)Cn2cccc2C(=O)c2ccccc2)cc1,7%,0,9%,-10%,-4%,?
NC(=O)CC(NC(=O)c1ccccc1)c1ccc(NCc2ccc(F)cc2)c([N+](=O)[O-])c1 (stereo unspecified),-1%,6,-22%,12%,2%,6%
CC(C)N(Cc1ccccc1)S(=O)(=O)c1ccc(F)cc1,7%,-24,-27%,-5%,2%,?
COCCCNCCCCOc1ccc(Br)cc1Cl,-19%,?,10µM*,-8%,-25%,-8%
COc1ccc(CC(=O)Nc2c(C(N)=O)oc3ccccc23)cc1OC,1%,-1,4%,-4%,14%,-8%
CCc1ccc(NC(=O)c2sc3nc(C)cc(C)c3c2NC(=O)c2ccccc2OC)cc1,.,15,.,-3%,.,0%
COc1cccc(CNc2ccc(S(N)(=O)=O)cc2)c1OC,3%,-6,-4%,?,0%,?
O=C(NCc1ccccc1)C1=C[C@H](c2coc3ccccc3c2=O)C[C@H](OCc2ccc(CO)cc2)O1,-10%,-11,?,-10%,1%,1%
COc1ccccc1NC(=O)c1nc[nH]c1C(=O)Nc1ccccc1OC,55%[activator],15,14%,6%,-9%,10%
Cc1cc(C)nc(/N=C(\N)Nc2ccc(S(=O)(=O)Nc3nccc(C)n3)cc2)n1,2%,-33,?,-3%,6%,-5%
CC1CCN(S(=O)(=O)c2ccc(NC(=O)CN3CCCC3)cc2)CC1,-15%,-19,?,5%,?,2%
CN(Cc1cccs1)C(=O)CN1CCN(S(=O)(=O)c2ccc3c(c2)OCCCO3)CC1,-9%,11,-6%,-17%,.,-8%
Cc1cccc(N2CCN(C(=O)c3ccc(N4CCCC4=O)cc3)CC2C)c1 (stereo unspecified),2%,-18,?,-15%,0%,-3%
CCOc1ccccc1NC(=O)COC(=O)C(CC(C)C)N1C(=O)C2CC=CCC2C1=O (stereo unspecified),-1%,1,?,-1%,-4%,2%
COc1cccc(OC)c1C(=O)Nc1cccc(-c2ccc3nncn3n2)c1,8%,18,8%,9%,2%,4%

(listing goes on)
Structure,AMA1 RON2 block,HCMV antiviral,HCV inh,Sm TGR block,FBPA Giardia inh,AmpC inh detg
CCCCn1c(=O)c(CCC(=O)OCC(=O)NCc2ccc(OC)c(OC)c2)nc2ccccc21,-5%,-18,10%,-3%,2%,-13%
CCCCNC(=O)C1CC(c2c(Cl)cccc2Cl)=NO1 (stereo unspecified),-1%,?,-8%,9%,8%,2%
CCn1cc(C(=O)NCc2ccccc2)c(=O)c2cc(S(=O)(=O)N3CCCCC3)ccc21,.,1,.,1%,.,5%
COC(=O)c1cccc(NS(=O)(=O)c2cccs2)c1C,1%,55,17%,3%,1%,-1%
CC1CC(C)CN(S(=O)(=O)N2CCC(C(=O)NCCc3ccccc3)CC2)C1 (stereo unspecified),-5%,-8,-8%,7%,0%,?
CCc1cc(=O)oc2cc(C)cc(OCC(=O)NC3CCN(Cc4ccccc4)CC3)c12,-2%,33,?,-7%,1%,-7%
COc1cccc(CC(NC(C)=O)C(=O)NC2CCN(c3nc(C)cc(C)c3C#N)CC2)c1OC (stereo unspecified),0%,-23,-8%&-10%,-9%,0%,-9%
O=C(O)c1cccc(N2C(=O)Nc3ccccc3N2O)c1,13%[11.6 µM],-8,0%,2%,3%,?

Limited to AmpC inh detg, for some of the entries so far:
molecule	AmpC inh detg
CC(O)c1nc2ccccc2n1C1CCCCC1 (stereo unspecified)	0%
CCC(=O)N1CCc2cc(S(=O)(=O)NC(C(=O)NCCc3ccc(C)cc3)C(C)C)ccc21 (stereo unspecified)	-3%
COc1ccc(-c2nnc(SCc3ccc(C(=O)O)cc3)n2N)cc1	7%
COC(=O)c1cccc(NS(=O)(=O)c2cccs2)c1C	-1%

(cont.)
Structure,AMA1 RON2 block,HCMV antiviral,HCV inh,Sm TGR block,FBPA Giardia inh,AmpC inh detg
CCOC(=O)C1(C(=O)OCC)CC1c1ccccc1 (stereo unspecified),-4%,26,4%,0%,-1%,1%
CCOc1ccc(N=Nc2c(=O)[nH]n3c(=O)c4c([nH]c23)CCCC4)cc1,47%[activator],-3,33%[activator],-13%,-11%,?
CCOc1ccccc1N(C)C(=O)C1CCCN(c2ncnc3c2nc2n3CCCCC2)C1 (stereo unspecified),.,11,.,2%,.,18%
CCOc1cc(/C=C/c2nc3ccccc3c(=O)[nH]2)cc(Br)c1OC,.,.,.,-36%,-19%,-16%
NS(=O)(=O)c1ccc(CNC(=O)CC23CC4CC(CC(C4)C2)C3)cc1,3%,-17,-2%,-9%,-2%,-5%
Cc1cc(C)n(CC(=O)N/N=C/c2cccc([N+](=O)[O-])c2)n1,38%[activator],0,-1%,-7%,1%,-5%
CN(CC(=O)Nc1ccccc1Br)C(=O)c1ccc(-c2ccc(Cl)cc2)o1,-6%,9,.,-8%,.,-8%
C[C@@]12C(=O)NCC(=O)N1[C@@H]1c3cc(Br)ccc3OC[C@@H]1[C@@H]2c1ccccc1,-8%,0,9%,.,.,.
O=C(O)C[C@H]1c2cc(C(F)(F)F)ccc2S(=O)(=O)N1C1CCN(Cc2ccccc2)CC1,-1%,0,21%,.,.,.
COc1ccc2c(c1)cc1c(=O)n(CC(=O)NCc3ccco3)nc(C)n12,.,1,.,-2%,.,12%
